UTI89 phage lysis = inhibition of K1F phage lysis, E. coli UTI89, bacterial capsule biogenesis inhibitors, alamar blue (AID 488966). inhibition, % at 100 µM, or IC50 in µM where a hit was titrated. actives 0.02% (n = 340,000). E. coli UTI89 K1F phage lysis, alamar blue, 2 h; higher % means a stronger effect;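 active = phage lysis inhibition, versus mean bacterial control, above a set limit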;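 note: capsule biogenesis inhibitors block K1F phage lysis so surviving cells raise fluorescence; higher fluorescence means more inhibition of phage lysis; actives were called in the ten point dose series up to 300 µM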
NTR1 ag = agonists of NTR1, primary screen, imaging, U2OS cells, beta-arrestin-GFP, high content (AID 493036); actives 0.17% (n = 330,000); NTR1-U2OS beta-arrestin-GFP spot imaging, agonist mode; activation, % at 20 µM; Neurotensin receptor type 1 (Homo sapiens), P30989;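 active = activation at or above 40% of the spot to cytoplasm intensity ratio, with at least 20 cells analyzed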;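 note: 0% = DMSO without peptide and 100% = 100 nM NTR1 peptide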
Target sequence (P30989 whole entry, looked up): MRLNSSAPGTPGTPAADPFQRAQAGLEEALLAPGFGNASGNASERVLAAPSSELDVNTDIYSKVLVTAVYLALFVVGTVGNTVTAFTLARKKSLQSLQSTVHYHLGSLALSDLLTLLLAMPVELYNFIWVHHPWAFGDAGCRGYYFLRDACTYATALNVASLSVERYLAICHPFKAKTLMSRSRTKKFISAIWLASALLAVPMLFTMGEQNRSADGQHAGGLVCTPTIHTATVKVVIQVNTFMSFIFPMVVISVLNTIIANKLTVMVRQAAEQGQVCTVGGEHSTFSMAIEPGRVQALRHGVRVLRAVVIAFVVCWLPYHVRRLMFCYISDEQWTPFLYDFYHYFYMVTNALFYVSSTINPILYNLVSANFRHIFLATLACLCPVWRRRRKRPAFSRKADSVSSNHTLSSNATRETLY
NS5 inhibitors = Dengue-2 NS5 methyltransferase inhibitors, primary screen, biochemical, confirmation dose response (AID 588689). Dengue-2 NS5 methyltransferase capping enzyme assay, biochemical; higher % means a stronger effect. one-dose inhibition, % at 25 µM; IC50 in µM for titrated hits. actives 0.3% (n = 340,000); in the data active = a potency from the dose series
NTR1 ag cell count 20 µM = also measured in NTR1 ag; calls as there; cell count; measured here: cell count, cytotoxicity flag
NS5 inhibitors pilot replicate = second read-out of NS5 inhibitors, no call of its own (marks repeat the call); inhibition, %; measured here: pilot screen replicate inhibition
Active calls of the source: *; [ ] = another dose, or the depositor's remark. These rows are one share of the data; rates above refer to the full screens.

SMILES	UTI89 phage lysis	NTR1 ag	NTR1 ag cell count 20 µM	NS5 inhibitors	others
CN(C)S(=O)(=O)c1cccc(C(=O)OCC(=O)Nc2sccc2C(N)=O)c1	0.3%	4.8	86	3.2%
O=C(COC(=O)CSc1ccc(Br)cc1)NCc1ccco1	1.4%[50 µM]	0.3	64	-7.4%
Nc1nc(=S)c2[nH]cnc2[nH]1	-7.2%	5.7	51	-0.7%
COc1ccccc1C(CNC(=O)c1cc(S(=O)(=O)N2CCOCC2)ccc1C)N1CCCC1 (configuration not stated)	0.6%[50 µM]	-1.5	79	-5.3%
O=C(COC(=O)Cn1cnc2ccccc2c1=O)NNC(=O)c1ccc(Br)cc1	2.1%	0.5	60	-7.2%
CCCCNC(=O)c1onc(CSc2ccccn2)c1C(=O)NCCCC	-0.9%	2.2	90	2.4%
O=C(c1cccc(S(=O)(=O)Nc2ccc(Br)cc2)c1)N1CCCC1	0.6%[50 µM]	1.4	69	-8.1%
CCCOc1cc(NCc2ccccc2)c2ncn(C(C)C)c2c1	3.4%	11.9	52	-2.5%
O=C(COC(=O)c1ccccn1)NCc1cccc(Cl)c1	0.7%[50 µM]	-1.1	54	-0.7%
O=C1CCc2cc(NS(=O)(=O)c3ccc(F)cc3)cc3c2N1CC3	-0.5%[50 µM]	-0.1	49	-9.4%
CCC(C)N(C(=O)COC(=O)c1ccc(=O)n(Cc2ccccc2)n1)C1CCS(=O)(=O)C1 (configuration not stated)	4.5%[50 µM]	-0.2	53	-9.4%
COc1cccc(-c2ccc3nnc(SCC(=O)N4CCOCC4)n3n2)c1	1.2%[50 µM]	0.3	57	2.9%
O=C(COC(=O)CN1C(=O)COc2ccccc21)NCc1ccc(F)cc1	1.2%[50 µM]	-1.0	56	-9.5%
CCOC(=O)C1Oc2ccccc2C(c2ccc(OC)cc2)=C1C(=O)OC (configuration not stated)	0.1%	1.6	49	-4.3%	NS5 inhibitors pilot replicate=1.2
O=C(COC(=O)CN1C(=O)NC2(CCCC2)C1=O)Nc1c(Cl)cccc1C(F)(F)F	1.1%[50 µM]	-0.8	57	-4.4%
CC1(C)C(/C=C/C=C/C=C/C=C2\N(CCCCS(=O)(=O)O)c3ccc4ccccc4c3C2(C)C)=[N+](CCCCS(=O)(=O)[O-])c2ccc3ccccc3c21	-2.0%	-2.5	50	0.7%
Cc1ccc(NC(=O)CN(C)C(=O)c2cn(Cc3ccccc3)nc2-c2cccnc2)cc1	0.1%[50 µM]	-0.1	59	8.2%
Cc1noc(C)c1S(=O)(=O)Nc1ccc2c(c1)C(=O)N([C@H](C)CO)C[C@H](C)[C@@H](CN(C)S(=O)(=O)c1ccc(F)cc1)O2	1.5%	-0.8	59	4.0%
C=C1CCN([C@@H](CC(C)C)C(=O)NCCC(C)C)S(=O)(=O)c2ccccc21	0.0%	-2.4	81	-2.0%
C[C@H]1NC(=O)[C@@]2(C)[C@H](c3ccccc3)[C@H]3COc4ccccc4[C@@H]3N2C1=O	0.6%	-1.3	62	-6.6%
COC(=O)C1CCN(C(=O)c2cc(-c3ccco3)nc3ccccc23)CC1	0.3%	0.2	44	6.5%
O=C(CN1CCN(C(=O)c2cccc(S(=O)(=O)N3CCCC3)c2)CC1)Nc1cccc(F)c1	0.4%[50 µM]	2.3	66	-3.6%
CN(C)c1ccc(C(=O)OCC(=O)Nc2cccc(S(=O)(=O)N3CCCC3)c2)cc1	0.1%[50 µM]	8.5	65	-4.4%
O=C(COC(=O)c1cc(S(=O)(=O)N2CCOCC2)ccc1Cl)Nc1ccccc1Cl	1.7%[50 µM]	1.0	58	2.2%
COc1cccc(CC(=O)N(CCC2=CCCCC2)c2c(N)n(Cc3ccccc3)c(=O)[nH]c2=O)c1	0.8%[50 µM]	1.1	61	6.5%

More entries.
SMILES	UTI89 phage lysis	NTR1 ag	NTR1 ag cell count 20 µM	NS5 inhibitors	others
CCN(c1ccccc1)S(=O)(=O)c1ccc(C(=O)Nc2cc(C)ccn2)cc1	-0.2%[50 µM]	-1.6	57	-5.4%
O=C(COc1cc(F)ccc1[N+](=O)[O-])NCC1CCCO1 (configuration not stated)	0.5%[50 µM]	0.8	47	-4.4%
CCCCn1nc(C(=O)N(CC)CC(=O)Nc2c(F)cccc2F)c2ccccc2c1=O	0.5%[50 µM]	0.2	71	4.0%
O=C1CCC/C=C\C[C@@H](CC(=O)N(CCO)Cc2ccccc2)C(=O)NCCO1	2.4%	0.8	59	-1.6%
O=C(Nc1nc(-c2ccccn2)cs1)c1ccc(-c2ccccc2F)o1	1.7%[50 µM]	8.7	69	0.0%
Cc1ccc(NS(=O)(=O)c2cc(C(=O)N3CCN(CCO)CC3)ccc2C)cc1	0.4%[50 µM]	-2.2	68	-8.9%
CC1CCN(C(=O)COC(=O)COc2ccccc2C#N)CC1	0.7%[50 µM]	-0.8	63	-11.6%
COc1cccc(CN(C)C(=O)c2cc(S(=O)(=O)NC3CCCCC3)ccc2C)c1OC	0.6%[50 µM]	-0.8	47	-0.4%
CCN(CC)C(=O)OCc1c(-c2cccc(OC)c2)ncc2ccccc12	-0.9%	0.6	49	-3.2%
O=C(Oc1ccccc1Cl)c1ccc2c(=O)n3c(nc2c1)CCC3	0.7%[50 µM]	3.5	68	-14.7%
C=CCN(c1ccccc1)S(=O)(=O)c1cccc(C(=O)Nc2ncccc2C)c1	-0.3%	0.6	56	-6.7%
O=C(COC(=O)/C=C/c1ccccc1[N+](=O)[O-])NNC(=O)c1ccc(F)cc1	1.8%[50 µM]	3.7	58	2.9%
O=C(COC(=O)CCc1ccc(S(=O)(=O)N2CCOCC2)cc1)Nc1ccccc1[N+](=O)[O-]	-2.0%	2.4	54	5.4%
Nc1nc(N)nc(Cc2ccccc2O)n1	-2.7%	-0.6	66	-7.4%
COc1ccc(CCNC(=O)COC(=O)Cn2cnc3c2c(=O)n(C)c(=O)n3C)cc1	0.0%[50 µM]	0.7	63	5.3%
O=C(COC(=O)c1cc(Cl)nc(Cl)c1)NCCc1ccc(F)cc1	0.3%[50 µM]	0.6	58	-6.2%
COc1cc2cnc(CCO[C@H]3CCCCO3)cc2cc1OC	0.3%	-0.7	40	-3.5%
O=C(CSc1nc(=O)n2ccccc2n1)Nc1ccc2c(c1)OCCO2	1.9%[50 µM]	-0.5	68	-5.0%
O=C(Cc1ccsc1)N1CCN(S(=O)(=O)c2ccccc2F)CC1	0.5%[50 µM]	4.7	51	-3.9%
O=C(CN1C(=O)NC2(CCCCC2)C1=O)NCCc1ccc(Cl)cc1Cl	-2.6%	-1.3	66	6.6%
CCOc1ccc(NC(=O)CN(C)C(=O)Cc2ccsc2)cc1OCC	-1.0%	-0.2	64	0.0%
O=C(NNC(=O)c1ccc2ccccc2n1)c1ccc(O)cc1	0.7%[50 µM]	2.4	57	-3.3%
CN(CC(=O)NC1CCN(Cc2ccccc2)CC1)S(=O)(=O)c1ccc(Cl)cc1	0.7%[50 µM]	2.3	43	3.0%
CCCCn1c(N)c(N(CC)C(=O)c2cccc(S(=O)(=O)N3CCN(C)CC3)c2)c(=O)[nH]c1=O	0.8%[50 µM]	0.6	64	-2.9%
CN(CC(=O)Nc1cccc(F)c1)C(=O)c1ccccc1Sc1ccccc1C#N	0.1%[50 µM]	-1.2	61	-10.2%

(next part)
SMILES	UTI89 phage lysis	NTR1 ag	NTR1 ag cell count 20 µM	NS5 inhibitors	others
COc1ccc(-c2cc3ncccc3cn2)cc1	-3.4%	-1.3	60	-3.6%
CC1CC(C)CN(C(=O)COC(=O)c2cc3ccccc3oc2=O)C1 (configuration not stated)	-0.4%	-1.7	65	8.2%
CCN(CC(=O)Nc1ccc(NC(C)=O)cc1)C(=O)C1(c2ccccc2)CC1	0.3%[50 µM]	-1.4	46	-9.5%
Cc1ccc(S(=O)(=O)N2CC(O)CC2C(=O)OCC(=O)Nc2ccc([N+](=O)[O-])cc2C(F)(F)F)cc1C (configuration not stated)	0.3%[50 µM]	-1.7	46	-6.6%
CC1(C)O[C@@H]2[C@H](O1)[C@@H](CO)O[C@H]2n1c(N2CCCCC2)nc2c(N)ncnc21	0.2%	0.3	48	1.7%
Cn1c(-c2ccccc2F)cc2onc(-c3ccccc3)c2c1=O	5.5%	3.5	60	0.4%
COc1ccc(CCNc2nc(C)cc(=O)[nH]2)cc1OC	-0.6%	-2.3	62	-4.0%
O=C(COC(=O)C1CCN(c2ccc(C(F)(F)F)cn2)CC1)c1ccc(Cl)cc1	0.6%[50 µM]	3.8	44	5.0%
Cc1cnc(NC(=O)Cc2ccc(S(=O)(=O)N3CCOCC3)s2)s1	2.2%	-0.4	45	17.8%
N#Cc1ccc(Cl)cc1NC(=O)CNc1cccc(S(=O)(=O)N2CCCC2)c1	1.0%[50 µM]	0.9	62	-16.9%
CN(CC(=O)Nc1cccc(F)c1)C(=O)CCc1nc2cc(S(=O)(=O)N3CCOCC3)ccc2n1C	0.6%[50 µM]	1.6	94	-2.9%
CC1(c2nnc(-c3cccc(Cl)c3)o2)CC(c2ccc(Cl)cc2)=NO1 (configuration not stated)	0.9%	2.5	98	-8.0%
O=C(C1COc2ccccc2O1)N1CCN(S(=O)(=O)c2cc(F)ccc2F)CC1 (configuration not stated)	1.1%[50 µM]	-2.3	46	-0.8%
O=C(Cn1[nH]c(=O)c2ccccc2c1=O)OCC(=O)c1ccccc1Cl	0.8%[50 µM]	0.1	55	-1.4%
CCC(=NNC(=O)c1ccc2c(c1)nc(C)n2CC)c1cc(F)ccc1O	0.9%	-0.1	57	-14.7%
COc1ccc(C(CNC(=O)C(=O)NC2CCCC2)N2CCN(C)CC2)cc1 (configuration not stated)	1.7%[50 µM]	-0.2	53	-10.9%
COc1ccc2[nH]c3c(c2c1)CCN1C(=O)C(CC(=O)NCCC2=CCCCC2)C[C@H](C(=O)N2CCCCC2)[C@@]31C (some centres not stated)	0.2%	3.0	74	-4.6%	NS5 inhibitors pilot replicate=0.9
O=C(CSc1n[nH]c(=O)[nH]c1=O)Nc1c(Cl)cc(Cl)cc1Cl	2.3%	-1.4	56	1.9%

In the list so far, these have a cyano group.
SMILES	UTI89 phage lysis	NTR1 ag	NTR1 ag cell count 20 µM	NS5 inhibitors	others
CC1CCN(C(=O)COC(=O)COc2ccccc2C#N)CC1	0.7%[50 µM]	-0.8	63	-11.6%
CN(CC(=O)Nc1cccc(F)c1)C(=O)c1ccccc1Sc1ccccc1C#N	0.1%[50 µM]	-1.2	61	-10.2%
N#Cc1ccc(Cl)cc1NC(=O)CNc1cccc(S(=O)(=O)N2CCCC2)c1	1.0%[50 µM]	0.9	62	-16.9%

Structures listed so far that have a nitro group on carbon:
SMILES	UTI89 phage lysis	NTR1 ag	NTR1 ag cell count 20 µM	NS5 inhibitors	others
O=C(COc1cc(F)ccc1[N+](=O)[O-])NCC1CCCO1 (configuration not stated)	0.5%[50 µM]	0.8	47	-4.4%
O=C(COC(=O)/C=C/c1ccccc1[N+](=O)[O-])NNC(=O)c1ccc(F)cc1	1.8%[50 µM]	3.7	58	2.9%
O=C(COC(=O)CCc1ccc(S(=O)(=O)N2CCOCC2)cc1)Nc1ccccc1[N+](=O)[O-]	-2.0%	2.4	54	5.4%
Cc1ccc(S(=O)(=O)N2CC(O)CC2C(=O)OCC(=O)Nc2ccc([N+](=O)[O-])cc2C(F)(F)F)cc1C (configuration not stated)	0.3%[50 µM]	-1.7	46	-6.6%

A stretch of the results above:
SMILES	UTI89 phage lysis	NTR1 ag	NTR1 ag cell count 20 µM	NS5 inhibitors	others
COc1ccc2[nH]c3c(c2c1)CCN1C(=O)C(CC(=O)NCCC2=CCCCC2)C[C@H](C(=O)N2CCCCC2)[C@@]31C (some centres not stated)	0.2%	3.0	74	-4.6%	NS5 inhibitors pilot replicate=0.9
O=C(CSc1n[nH]c(=O)[nH]c1=O)Nc1c(Cl)cc(Cl)cc1Cl	2.3%	-1.4	56	1.9%

Screening data as filed in PubChem BioAssay.
